TDP2 absorb – human TDP2 enzyme inhibitors, primary screen, biochemical, epi absorbance, recombinant enzyme | inhibition, % at 12.8 µM | AID 720702, 2013 | Tyrosyl-DNA phosphodiesterase 2 (Homo sapiens), O95551 | 0.34% of 370,000 active | T5PNP hydrolysis, p-nitrophenol absorbance 415 nm;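 active means inhibition above the mean of all tested compounds plus 3 SD, set per campaign, cut at about 25% in these data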;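 further: 0% = DMSO with enzyme and 100% = buffer with substrate but no TDP2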
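Read-out basis: percent inhibition. System: recombinant human TDP2. Buffer or medium: Mg2+-containing Tris-HCl buffer, pH 7.5. Repeats: single replicate. Timing: reaction 2 h, 37 °C. Benchmarks: high control without enzyme, low control DMSO plus TDP2. Probe or stimulus: 5 mM T5PNP. Doses: 12.8 µM only. Measured by: epi absorbance of p-nitrophenol freed from T5PNP by hydrolysis.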
Tn7 DDE FP – inhibitors of Tn7 peptide binding to fibrin DD(E), primary screen, biochemical, fluorescence polarization, human fibrin, Tn7 probe. Fibrinogen beta chain (Homo sapiens), P02675. FP displacement of FITC-Tn7 peptide from fibrin DD(E); 0% = median of compound wells per plate. 0.13% of 370,000 active. inhibition, % at 8.3 µM;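 active means inhibition above the mean of compounds falling within the control limits plus 3 SD of them, cut at about 14% in these data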;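 further: 0% = plate median of compound wells and 100% = 10 µM Aha-Tn7 peptide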
Target sequence (P02675 whole entry, looked up): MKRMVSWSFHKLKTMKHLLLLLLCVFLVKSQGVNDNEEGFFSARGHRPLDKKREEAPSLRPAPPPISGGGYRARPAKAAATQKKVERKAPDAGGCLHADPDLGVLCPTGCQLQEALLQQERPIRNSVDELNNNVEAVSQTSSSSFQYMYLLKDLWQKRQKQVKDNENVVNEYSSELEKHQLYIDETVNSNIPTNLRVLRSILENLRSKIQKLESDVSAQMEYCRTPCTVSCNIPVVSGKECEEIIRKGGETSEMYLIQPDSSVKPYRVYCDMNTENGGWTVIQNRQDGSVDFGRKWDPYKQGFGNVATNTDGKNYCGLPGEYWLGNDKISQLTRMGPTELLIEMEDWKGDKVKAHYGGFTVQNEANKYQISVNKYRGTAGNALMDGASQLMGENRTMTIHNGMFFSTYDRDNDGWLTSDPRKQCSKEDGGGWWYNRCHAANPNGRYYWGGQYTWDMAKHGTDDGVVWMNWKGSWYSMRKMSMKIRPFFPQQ
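Assay system: human fibrin DD(E). Input: DD(E) 2 µM final. Medium: Tris buffer with calcium and detergent, pH 7.8. Compound dosing: single point at 8.3 µM. Timing: 10 min plus 3 h, room temperature. Technique: fluorescence polarization of the labelled Tn7 tracer. Read-out: percent inhibition. Replicates: singlicate testing.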
ADAM10 inh – human ADAM10 inhibitors, primary screen, biochemical, QFRET, HTS; recombinant ADAM10, EDANS/DABCYL FRET peptide cleavage, 3 h; inhibition, % at 7 µM; 0.62% of 370,000 active;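 active means inhibition above a per-campaign cutoff equal to the mean of compounds falling between control-based bounds plus 3 SD, cut at about 20% in these data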;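 further: 0% = DMSO wells while the 100% control is not disclosed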
SIAE primary – human SIAE inhibitors, primary screen, biochemical, fluorescence polarization, FP-Rh probe, 1536-well HTS; Sialate O-acetylesterase (Homo sapiens), Q9HAT2; SIAE FP-Rh probe binding; inhibition, % at 9.66 µM; 0.69% of 370,000 active;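 active means inhibition above a cutoff: mean of compounds within the control limits plus 3 SD of those, cut at about 17% in these data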;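 further: 0% = plate median of compound wells and 100% = probe without SIAE protein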
ADAM17 inh – ADAM17 inhibitors, primary screen, biochemical, QFRET | Disintegrin and metalloproteinase domain-containing protein 17 (Homo sapiens), P78536 | recombinant ADAM17, EDANS/DABCYL FRET peptide cleavage | inhibition, % at 6.95 µM | 0.83% of 370,000 active | AID 720648, 2013;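 active means inhibition above the mean of compounds lying between control limits plus 3 SD, set per campaign, cut at about 8.5% in these data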;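 further: 0% = DMSO-only wells as the low control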
Tn6 DDE FP – inhibitors of Tn6 peptide binding to fibrin DD(E), primary screen, biochemical, fluorescence polarization, human fibrin, Tn6 probe. AID 720509, 2013. Fibrinogen beta chain (Homo sapiens), P02675. Fibrin DD(E) TRITC-Tn6 fluorescence polarization displacement. inhibition, % at 8.3 µM. 0.21% of 370,000 active;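 active means inhibition above a per-campaign cutoff: mean of compounds within control limits plus 3 SD, cut at about 15% in these data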;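 further: 0% = median of all compound wells on the plate and 100% = blocking peptide control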
ARFGAP1 inhibitor – inhibitors of rat ARFGAP1 GAP activity, primary screen, biochemical, fluorescence polarization, GDP tracer. ADP-ribosylation factor GTPase-activating protein 1 (Rattus norvegicus), Q62848. Arfgap1-stimulated ARF1 GTP hydrolysis, GDP FP detection. inhibition, % at 16.5 µM. 0.26% of 360,000 active. AID 651572, 2012;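 active means inhibition above a per-plate limit, mean inhibition of low control wells plus 3 SD, cut at about 25% in these data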;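 further: 0% = DMSO wells with enzyme and 100% = wells lacking Arfgap1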
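Assay system: purified rat His6-Arfgap1 residues 1-136 (GAP domain); Reagent: human Δ17 ARF1 bound to GTP; Dosing: 16.5 µM single point, 1.26% DMSO; Times: GTP hydrolysis reaction 2 h at 25 °C; Signal: FP, GDP Alexa 633 tracer displaced from anti-GDP antibody, 620/688 nm; Measure: % inhibition from polarization.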
ASAP1 GAP inh – inhibitors of human ASAP1 ArfGAP activity, primary screen, biochemical, fluorescence polarization | Arf-GAP with SH3 domain, ANK repeat and PH domain-containing protein 1 (Homo sapiens), … | inhibition, % at 16.5 µM | ASAP1-stimulated ARF1 GTP hydrolysis, GDP FP detection | 0.19% of 360,000 active; in the data active means inhibition above about 25%;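 further: 0% = vehicle with enzyme and substrate and 100% = no enzyme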
Target sequence (Q9ULH1 325-724 limits assumed): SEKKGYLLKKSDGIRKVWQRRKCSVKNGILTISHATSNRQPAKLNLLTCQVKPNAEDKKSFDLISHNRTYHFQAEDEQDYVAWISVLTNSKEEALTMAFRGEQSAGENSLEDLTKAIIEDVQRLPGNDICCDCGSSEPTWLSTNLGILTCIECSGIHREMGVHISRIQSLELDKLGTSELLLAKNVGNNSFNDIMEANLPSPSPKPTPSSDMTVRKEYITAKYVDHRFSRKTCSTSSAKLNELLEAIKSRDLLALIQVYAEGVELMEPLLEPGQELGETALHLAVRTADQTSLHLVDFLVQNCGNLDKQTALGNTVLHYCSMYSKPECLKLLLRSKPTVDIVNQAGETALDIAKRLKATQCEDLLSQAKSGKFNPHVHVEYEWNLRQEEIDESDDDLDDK
PLC-gamma1 inh – PLC-gamma1 enzyme inhibitors, primary screen, biochemical, fluorescence, purified enzyme; 0.84% of 370,000 active; inhibition, % at 12.2 µM; 1-phosphatidylinositol 4,5-bisphosphate phosphodiesterase gamma-1 (Homo sapiens), P19174; fluorogenic substrate; in the data active means inhibition above about 9.5%
PLC-beta3 inh – human PLC-beta3 inhibitors, primary screen, biochemical, fluorescence | 0.18% of 370,000 active | AID 720704, 2013 | Purified PLC-beta3, fluorogenic substrate | inhibition, % at 12.2 µM | 1-phosphatidylinositol 4,5-bisphosphate phosphodiesterase beta-3 (Homo sapiens), Q01970; in the data active means inhibition above about 11%;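 further: 0% = median of compound wells on plate and 100% = full blocker control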
* marks the source's active call; other numbers are inactive results; i = inactive; . = no result given.

mol	TDP2 absorb	Tn7 DDE FP	ADAM10 inh	SIAE primary	ADAM17 inh	Tn6 DDE FP	ARFGAP1 inhibitor	ASAP1 GAP inh	PLC-gamma1 inh	PLC-beta3 inh
CC(C(=O)N(C)C)N(C#N)c1nc(N(C)C)nc(N(C)C)n1 (stereo not drawn)	-4	6	6	-1	0	-1	8	4	0	2
COC(=O)[C@]12C[C@H](CC(=O)N3CCN(C(=O)c4ccco4)CC3)C(=O)N(CCc3ccc(OC)c(OC)c3)C1=C[C@H](COCc1ccccc1)O[C@@H]2C	5	-5	1	17	2	-6	.	.	3	6
CCN(CC)CCn1c(NC(=O)c2ccc(Cl)cc2)nc2ccccc21	-4	-3	-10	-7	-1	-2	2	0	-7	-13
Cc1cc(C)c(OCC(=O)N2CC=C(c3ccccc3)CC2)c(C)c1	-3	-2	8	3	0	7	15	-15	0	-11
Nc1ccc(C(=O)Nc2ccc3c(O)cc(S(=O)(=O)O)cc3c2)cc1	-1	3	-8	-16	-1	-7	-10	7	-5	-9
Cn1nc(C(=O)NCc2ccccc2CN2CCCC2)c2ccccc2c1=O	5	0	-3	4	-3	5	-9	-7	1	-4
COc1ccc(-c2cnn3c4c(c(C)nc23)CCN4C2CCCC2)cc1OC	-4	2	0	9	-4	-8	10	-3	-39	-57
Cc1cc(C)c(NC(=O)c2cnn(C)c2)c(C)c1	-3	5	-7	-10	-3	11	-1	-11	1	0
Cc1cccc(NC(=O)CCC(=O)N/N=C/c2cccnc2)c1	2	4	1	4	-1	12	-7	-10	0	-11
CC(=O)NS(=O)(=O)c1ccc(NC(=O)NC2CCCCC2)cc1	0	-3	-12	6	-4	8	-8	1	3	2
CC(C)=C1SC(N2CCN(c3cccc(C)c3)CC2)=NC1=O	-7	-2	-7	-7	-4	-3	2	3	5	-3
Cc1ccc(CC(=O)Nc2ccc(F)c([N+](=O)[O-])c2)cc1	0	15*	9	2	-3	4	7	16	1	1
O=[N+]([O-])c1ccccc1S(=O)(=O)N1CCN(c2ccccc2)CC1	-12	3	1	0	-1	0	1	-14	-1	-4
CCC(=O)Nc1ccc(/C(C)=N/NC(=O)c2c(Br)c(C)nn2C)cc1	1	4	-6	6	-4	0	-15	-3	0	-2
OCCN1CCN(CC(O)COC(c2ccc(F)cc2)c2ccc(F)cc2)CC1 (stereo not drawn)	8	-2	-2	-8	0	-1	-8	-3	6	-3
O=C(Cc1ccc(NC2=NC3CS(=O)(=O)CC3S2)cc1)NCc1ccccc1Cl (stereo not drawn)	-5	-7	3	-6	1	3	4	-1	2	3
c1ccc2c(c1)OCCOCCOCCOCCOCCOc1ccccc1OCCOCCOCCO2	6	-3	-2	-4	-4	-5	3	2	-1	-1
C=CCN(CC=C)C(=O)C1c2ccccc2Oc2ccccc21	-6	1	-17	-4	-5	-2	1	5	-2	-2
CCCNC(=O)NNC(=O)c1ccc(F)cc1	-6	-2	-1	-7	-2	0	-1	-3	1	-4
CC(NC(=O)/C=C/c1ccccc1)c1ccccc1 (stereo not drawn)	7	6	2	-3	-3	3	-3	-2	0	-5
O=C1CC(NCc2ccc3c(c2)OCO3)C(=O)N1CCc1ccccc1 (stereo not drawn)	-1	-6	-8	-1	-6	-3	-3	4	-2	-3
C=CCN1C(C(=O)OC)CN(Cc2cn(CCC3OCCO3)nn2)CCS1(=O)=O (stereo not drawn)	-1	3	-7	3	-5	4	.	.	3	-1
CC(C)OC(=O)c1nn2c(C(F)(F)F)cc(-c3ccco3)nc2c1Cl	10	1	-5	2	-8	4	1	-5	-7	-6
O=C(O)CC1=C(Nc2ccccc2)C(=O)N(c2ccccc2)C1c1ccc(Cl)cc1 (stereo not drawn)	6	1	3	6	1	0	-7	4	-14	-28
COCCN(C(=O)c1snc(C(N)=O)c1N)C(C(=O)NC1CCCCC1)c1cc(OC)c(OC)c(OC)c1 (stereo not drawn)	-11	-4	-62	-2	-19	0	7	-1	-22	-32
COC(=O)[C@H](CCSC)NC(=O)c1cc2c(cn1)[nH]c1ccccc12	-1	-2	-183	0	-37	-4	2	15	-29	-39
COc1ccc(S(=O)(=O)N2CCOCC2)cc1NC(=O)COC(=O)C1CCC1	-17	-8	-22	-6	-2	4	-8	3	1	-9
CC(C)(c1ccccc1)c1ccc(OCCN2CCOCC2)cc1	7	1	3	2	-7	1	2	6	2	-4
CCc1cccc2c(C#N)cn(CC(=O)NCc3ccco3)c12	5	5	-3	4	-3	-7	-3	-1	-3	3
CCC/C(O)=C1\C(=O)CC(C)(C)CC1=Nc1ccccc1OC	1	-3	3	8	1	4	13	5	7	2
O=C1c2ccccc2-c2cc(Br)ccc2NC1O (stereo not drawn)	-4	-3	16	-2	3	-11	2	-3	6	2
CC1CCN(C(=O)C(C)NCc2ccc(F)cc2)CC1 (stereo not drawn)	3	-3	12	-2	-1	1	2	-1	2	-3
C=CCN(C)C(C#Cc1ccccc1)c1ccccc1C(F)(F)F (stereo not drawn)	6	4	0	2	-3	0	.	.	0	4
CC(OC(=O)c1ccc(Cl)c(S(=O)(=O)N2CCOCC2)c1)C(=O)NC1CCCCC1C (stereo not drawn)	-8	-6	6	-1	4	-5	9	-7	6	-4
Cc1c(NC(=O)COC(=O)CSc2ccc([N+](=O)[O-])cc2)c(=O)n(-c2ccccc2)n1C	7	5	-1	6	2	1	-5	2	1	-5
COC[C@H]1CCCN1c1cccc2c1S(=O)(=O)N1CC[C@H](C1)O2	1	10	0	2	0	-9	.	.	-4	-1
Cc1ccc(NC(=O)CN(C)C(=O)c2ccc(-n3cncn3)c([N+](=O)[O-])c2)cc1	-20	7	0	-6	-7	6	5	2	9	2
O=C(CN(C(=O)c1ccc(Cl)cc1)N1C(=O)C2C3C=CC(C3)C2C1=O)c1cccs1 (stereo not drawn)	-18	5	0	-13	-4	-8	6	3	9	-8
CC(c1ccccc1)N1C(=O)c2ccccc2C1O (stereo not drawn)	3	3	2	0	-2	5	4	-4	3	4
Cc1ccccc1C(O)c1ccccn1 (stereo not drawn)	10	3	6	4	-2	2	8	-4	-1	3
Cc1cc(/C=C(\C#N)C(=O)NCC2CCCO2)c(C)n1-c1ccc(Cl)cc1 (stereo not drawn)	-19	7	-19	9	-4	-1	-1	7	-84	-107
COc1ccc(OC)c(C(=O)CSc2nnc(SCc3cccc4ccccc34)s2)c1	-4	2	-2	-2	0	-5	.	.	-3	-4
COc1ccc(-n2c(SCC(N)=O)nc3sc4c(c3c2=O)CCN(C)C4)cc1	-1	-3	-63	2	-20	3	37*	22	-226	-227
O=C(Nc1cccc(Cl)c1)Nc1ccc2nccnc2c1	-7	5	-31	-45	-11	-19	19	1	-48	-85
COCC(C)n1c(SCc2cc(=O)n3cc(C)ccc3n2)nc2ccccc2c1=O (stereo not drawn)	-14	0	-58	-4	-25	13	-5	-8	-55	-88
CCCCn1c(N)c(N(CC)C(=O)c2ccccc2C(F)(F)F)c(=O)[nH]c1=O	17	10	-4	-6	-2	-4	7	-9	-2	-3
Cc1csc2nc(CNC(=O)C3CC=CCC3C(=O)O)cn12 (stereo not drawn)	-2	4	-3	-2	-2	-4	1	3	1	-6
COC(=O)c1nc(-c2ccccc2)oc1N1CCOCC1	-3	2	i	0	-162	1	1	7	-19	-28
CCCC(=O)N1CCCC1(C)C(=O)NCc1ccc(F)cc1Cl (stereo not drawn)	1	-5	-10	-4	-1	0	1	-5	0	4
C/C(=N/NC(=O)c1cccnc1)c1cccc(O)c1	-2	-2	-9	9	-4	-3	.	.	-1	-2
COc1ccccc1N1CCN(c2nc(-c3ccccc3)cc(C(F)(F)F)n2)CC1	1	1	3	6	0	0	11	2	6	4
CN1CCN(c2ccc(NC(=O)c3cc4ccccc4o3)cc2)CC1	10	-7	6	4	1	11	8	-2	0	-7

An unsorted share of the library; overall some 3.6% were active at least once.
